SKN-1 inh – C. elegans SKN-1 inhibition; inhibition, % at 21.8 µM; C. elegans VP596 Pgst-4::GFP/RFP ratio, acrylamide-induced, 24 h; 0.49% of 360,000 active;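 active = interference check ratio from 0.5 to 1.5 plus GFP to RFP signal ratio inhibition reaching or exceeding a fixed threshold, cut at about 30% in these data, passing the limit was not always enough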; note: some compounds called inactive have numbers as strong as hits
Neddylation inh – inhibitors of human cullin neddylation | P61081+Q13564 | TR-FRET cullin neddylation, biochemical | calls only at 25 µM | 0.58% of 360,000 active; in the data active = inhibition above about 36%
Rpn11 block – inhibitors of human proteasome Rpn11; human 26S proteasome, Ub4-pepOG fluorescence polarization; 20S core pre-blocked with epoxomicin; calls only at 20 µM; 0.59% of 360,000 active;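 active = inhibition at 20 µM, scaled to each plate's controls, above about 33%, limit read from the data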
CSN deneddyl inh – inhibitors of human CSN-mediated cullin deneddylation. 0.38% of 360,000 active. Purified CSN, SCF-Nedd8-OG deneddylation, fluorescence polarization. inhibition, % at 12.5 µM. Q92905;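 active = pattern-corrected inhibition above about 35%, with an unprinted fluorescence ratio check between 0.5 and 1.5, limit read from the data, passing the limit was not always enough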;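 note: 0% = enzyme with substrate and 100% = substrate without enzyme; some results filed as inactive read as strong as hits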
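Assay system: Purified human Csn5 enzyme expressed in HEK293T cells | Amount: Enzyme 0.24 nM | Measured by: Fluorescence polarization readout | Medium: Tris/NaCl/DTT buffer, pH 7.5 | Compound dosing: One concentration, 12.5 µM, 0.25% DMSO | Times: 90 min incubation of compound, enzyme and substrate at room temperature | Control set: no-enzyme wells high, enzyme-with-substrate wells low | Read-out: % inhibition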
MLLE-PAM2 inh – blocks PAM2 peptide binding to the PABP1 MLLE domain. AID 588489. 0.36% of 360,000 active. P11940. inhibition, % at 20 µM. GST-MLLE / FITC-PAM2 fluorescence polarization; in the data active = inhibition above about 35%, passing the limit was not always enough;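 note: plate controls were DMSO wells with GST-MLLE for no effect and wells lacking GST-MLLE protein for full effect; some results filed as inactive read as strong as hits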
NadD block – inhibitors of Staphylococcus aureus NadD; AID 602399; 0.78% of 360,000 active; purified NadD enzyme, colorimetric absorbance read-out; inhibition, % at 20 µM; in the data active = inhibition above about 26%; note: some compounds past the cut are filed as inactive
FAS TE block – blocks the thioesterase domain of human fatty acid synthase. P49327. recombinant FAS-TE, OMFH fluorogenic substrate, fluorescence endpoint. inhibition, % at 15 µM. 0.67% of 360,000 active;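 active = compounds whose normalised, plate-corrected inhibition of enzyme fluorescence in the single-dose primary screen is 50% or more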;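 note: 0% = DMSO with enzyme and 100% = substrate without enzyme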
MT1-MMP act inh – MT1-MMP (human) activation inhibition. P50281. HT1080 RFP-PRO-GFP cells, GFP/RFP ratio fluorescence, overnight; percent of plate control window, DMSO zero. GFP/RFP ratio change, % at 20 µM. 0.061% of 360,000 active;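 active = GFP/RFP ratio change of at least 30% with cell ATP level not reduced by more than half and red fluorescence within 50% of control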; note: strong numbers were not always called active
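Material – HT1080 RFP-PRO-GFP cells · Control set – DMSO wells and RFP-L50D-GFP cells · Incubation – overnight cell settling, then overnight compound exposure, 37 °C, 5% CO2 · Compound dosing – single-point 20 µM compound, 1% DMSO · Read-out – GFP/RFP fluorescence ratio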
Rin1-Abl PPI inh – human Rin1-Abl interaction inhibition; P00519+Q13671; AID 588664; inhibition, % at 7.35 µM; TR-FRET Rin1/Abl binding, biochemical; 0.4% of 360,000 active; in the data active = inhibition above about 5%, passing the limit was not always enough
Starred values were filed as active, the others as inactive; i = inactive; . = not tested or not shown; + = active, no number.

Structure	SKN-1 inh	MLLE-PAM2 inh	Rin1-Abl PPI inh	Rpn11 block	FAS TE block	Neddylation inh	MT1-MMP act inh	NadD block	CSN deneddyl inh
CC(NC(=O)N(Cc1ccccc1)Cc1ccc2c(c1)OCO2)(C(F)(F)F)C(F)(F)F	-14.0	3.3	-4.0	i	11.6	i	-2.0	2.5	-2.2
O=C(Cn1[nH]c(=O)c2ccccc2c1=O)OCC(=O)c1ccc(F)c(F)c1	-7.5	6.5	1.2	i	4.9	i	-0.8	0.4	0.4
COc1ccccc1-c1cc(=O)c2c(O)ccc([N+](=O)[O-])c2o1	8.4	9.3	1.5	i	7.1	i	-4.3	13.4	0.7
O=C(Cc1csc(Nc2nc(=S)[nH]c3ccccc23)n1)NCc1ccccc1Cl	15.7	18.2	2.3	i	-2.2	i	6.4	-3.1	8.1
O=C(Nc1ccc(Cl)c(Cl)c1)Nc1nc(-c2ccccc2)cs1	14.0	13.8	-1.4	i	-4.3	i	-8.1	18.3	0.4
CC1(C(=O)N2CCCCC2)CCN1C(=O)c1ccccc1CCc1ccccc1 (centres undefined)	0.9	3.3	-2.2	i	-2.9	i	-2.9	4.5	-0.6
Cc1cc(-c2ccc(S(=O)(=O)N3CCCCC3)s2)on1	-8.4	4.0	1.5	i	12.8	i	1.7	-2.7	2.4
N#Cc1ccccc1Sc1ccccc1C(=O)OCC(N)=O	0.4	-10.5	0.5	i	-4.2	i	0.9	-8.5	-3.7
CCC(=O)Nc1ccc2c(c1)ncn2-c1ccc(OC)cc1	-4.4	-15.4	-3.8	i	-3.6	i	1.9	-1.5	3.9
Cc1ccc(NS(=O)(=O)c2ccc(C)c(C(=O)N3CCN(C)CC3)c2)cc1	13.8	-5.7	1.7	i	-5.0	i	3.5	3.7	-2.8
O=C(NCCCn1ccnc1)c1ccc2nccnc2c1	-2.3	-5.9	-0.7	i	-4.2	i	-4.6	-4.0	-3.1
Cn1c(=O)oc2cc(S(=O)(=O)NCc3ccc(Cl)cc3)ccc21	-0.8	0.4	0.7	i	0.1	i	-2.0	-0.5	-5.4
Cc1nc(NC(=O)C(C)(C)C)sc1C(=O)Cn1cc(-c2ccc(C(C)(C)C)cc2)nn1	-2.1	.	.	.	2.9	i	-6.1	4.3	-0.5
O=C1O[C@@H](c2ccccc2)C[C@@H](O)[C@H](O)CCCc2ccccc21	10.4	.	.	.	-11.5	i	0.7	-5.8	-4.8
COc1ccc(S(=O)(=O)N2CCOCC2)cc1NC(=O)C1CC1	10.8	-11.0	4.7	i	-3.8	i	0.0	0.3	-2.6
O=C(COC(=O)C1CCN(c2ccc(C(F)(F)F)cn2)CC1)Nc1ncc(Cl)cc1Cl	-15.0	-0.2	5.0	i	23.3	i	-0.3	0.2	-2.6
O=C(CCC(=O)OCC(=O)c1ccc(Br)cc1)Nc1cccc2cccnc12	-11.9	3.1	1.2	i	3.4	i	-2.6	-2.8	-1.0
Cc1ccccc1OCc1nc2ccccc2c(=O)n1N	-11.2	1.2	2.6	i	-3.6	i	2.4	-3.9	3.5
COC(=O)CNC(=O)C(NC(=O)c1ccc(Cl)cc1)C(C)C (centres undefined)	-10.0	-41.2	-5.1	i	-5.5	i	-2.7	-3.4	4.6
Cc1ccc(S(=O)(=O)N2CCN(C(=O)CNC(=O)c3sc4ccccc4c3Cl)CC2)cc1	-7.8	-1.2	-4.7	i	-5.4	i	0.7	-0.1	0.6
Cc1ccc(CSCCNC(=O)CCSc2ccccc2)cc1	-1.9	9.0	-4.9	i	6.1	i	2.6	-10.9	-1.1
Cc1ccccc1-c1cc2nc(NCCOc3ccccc3Cl)n(C)c(=O)c2s1	-0.6	6.8	-8.9	i	19.7	i	-4.2	13.6	-1.1
CCCNC(=O)C1(C)CCCN(C(=O)c2cccc(C#N)c2)C1 (centres undefined)	10.3	22.6	3.5	i	-5.5	i	2.1	0.4	2.7
CCCN(CCC)C(C(=O)Nc1cccc(OC)c1)c1ccccc1 (centres undefined)	-4.8	-15.4	-1.6	i	12.9	i	-6.2	-2.1	-2.7
O=C(C1CCCO1)N(c1cccc(Cl)c1)C1C=CS(=O)(=O)C1 (centres undefined)	-3.3	8.5	1.7	i	-10.9	i	6.7	-1.1	2.3
CC(=O)N1CCN(C(=O)c2ccccc2NS(=O)(=O)c2ccc(F)cc2)CC1	3.1	6.0	1.7	i	-10.0	i	0.2	-1.3	1.8
O=C(Nc1ccc2c(c1)OCO2)c1ccc(Cl)cc1Cl	16.4	-4.3	-1.3	i	5.2	i	-0.3	-7.4	-3.1
Cc1cc2c(cc1C)C(=O)CCC2	14.6	6.8	2.1	i	-5.6	i	1.5	-1.3	2.8
Cc1cc(C)nc(NC(=O)c2ccc(OC(C)C)cc2)n1	-19.8	-3.5	0.1	i	-9.7	i	2.2	-4.8	-4.0
NC(=O)c1c(NC(=O)c2cccnc2)sc2c1CCCCC2	18.3	21.2	1.7	i	-3.4	i	-2.9	2.1	-0.8

In the list so far, these have a CF3 group.
Structure	SKN-1 inh	MLLE-PAM2 inh	Rin1-Abl PPI inh	Rpn11 block	FAS TE block	Neddylation inh	MT1-MMP act inh	NadD block	CSN deneddyl inh
CC(NC(=O)N(Cc1ccccc1)Cc1ccc2c(c1)OCO2)(C(F)(F)F)C(F)(F)F	-14.0	3.3	-4.0	i	11.6	i	-2.0	2.5	-2.2
O=C(COC(=O)C1CCN(c2ccc(C(F)(F)F)cn2)CC1)Nc1ncc(Cl)cc1Cl	-15.0	-0.2	5.0	i	23.3	i	-0.3	0.2	-2.6

More results:
Structure	SKN-1 inh	MLLE-PAM2 inh	Rin1-Abl PPI inh	Rpn11 block	FAS TE block	Neddylation inh	MT1-MMP act inh	NadD block	CSN deneddyl inh
COc1ccc(-n2c(Cc3cccn3C)nnc2SCC(=O)N2CCCC2)cc1	-6.9	-33.9	-0.2	i	-6.4	i	-2.1	6.0	-2.5
CCn1ncc(Br)c1C(=O)NC1CCCCCCC1	-11.1	0.4	0.6	i	-2.8	i	-5.0	-4.4	-1.2
CCCC(c1nnnn1C(C)(C)C)N1CCN(Cc2ccccc2)CC1 (centres undefined)	4.4	0.7	3.9	i	-2.7	i	-4.1	5.0	-1.2
CCN(CC(=O)Nc1c(F)cccc1F)C(=O)c1cnc(C)cn1	15.0	-10.4	-0.3	i	-4.1	i	3.2	-3.3	-3.1
CC(=O)c1c[nH]c(C(=O)NC2CCCCCC2)c1	18.2	-9.1	2.6	i	-6.2	i	3.4	-1.4	2.5
O=C(O)C1C2C=CC(C3CC23)C1C(=O)N1CCc2ccccc21 (centres undefined)	-6.0	-21.5	0.6	i	-3.4	i	-0.7	6.6	7.3
O=C(Oc1ccc(N2C(=O)C3C4CCC(C4)C3C2=O)cc1)c1ccco1 (centres undefined)	-6.0	-7.2	-2.4	i	3.2	i	1.1	-3.6	3.6
Cc1[nH]c2ccccc2c1Cc1nnc(SCC(=O)NCc2ccco2)o1	-4.6	-53.1	-1.0	i	0.6	i	10.2	-0.8	-3.1
CC(C)=C(NC(=O)c1ccccc1)C(N)=O	-14.9	2.6	0.0	i	-4.1	i	-1.9	1.4	-6.4
Cc1ccccc1OCC(O)Cn1c(Br)nc2c1c(=O)[nH]c(=O)n2C (centres undefined)	-4.0	-2.0	-0.1	i	-5.5	i	-0.7	-5.6	-3.6
O=C(NC(=S)Nc1ccc(N2CCCC2)cc1)c1ccc(F)cc1	23.8	9.4	-0.1	i	2.6	i	0.8	0.0	2.5
S=C(Nc1ccc2nccnc2c1)N1CCOCC1	-5.1	-10.6	-2.5	i	-4.5	i	-2.2	-0.5	7.6
O=C(CNS(=O)(=O)c1ccc(Cl)cc1)N1CCN(c2ccc(F)cc2)CC1	-3.8	8.6	0.0	i	1.8	i	-0.4	-5.8	-1.7
O=C(NC1CCCC1)C1c2ccccc2OCC(=O)N1Cc1cccnc1 (centres undefined)	-7.2	.	.	.	-11.7	i	.	3.8	4.7
CCN(CC)S(=O)(=O)c1cc(NC(=O)c2n[nH]c(=O)c3ccccc23)ccc1C	1.6	-9.8	1.5	i	-4.7	i	-0.8	-5.1	-0.5
Cc1ccc([C@H]2C[C@@H](O)[C@H](n3cc(-c4ccc(F)cc4)nn3)CN2C(=O)c2cccs2)cc1	-2.4	-8.3	-0.3	i	5.4	i	1.5	1.4	0.9
CSCCCNC(=S)N1CCN(c2ccc(C(C)=O)cc2)CC1	5.3	-120.5	2.9	i	0.3	i	4.2	5.1	-11.3
CCCC(C)C(=O)Nc1ccc(S(=O)(=O)Nc2nccs2)cc1 (centres undefined)	-3.1	13.9	3.2	i	-5.4	i	3.2	-1.0	-6.5
COc1cc(C(=S)N2CCCCC2)ccc1O	13.5	38.1*	0.9	i	-7.4	i	-2.0	-1.7	1.2
Brc1ccc(-c2nnc3sc(CNCc4ccc5c(c4)OCO5)cn23)cc1	-1.5	-4.3	-20.6	i	1.3	i	3.0	2.1	3.4
CN(CC(=O)Nc1cccc(F)c1)C(=O)COc1cccc2c1OC(C)(C)C2	-8.4	-12.7	0.6	i	0.2	i	2.0	-8.1	-0.3
Cc1ccnc(NC(=O)CCC(=O)N(CC(=O)NCc2ccc(F)cc2)Cc2ccccc2)c1	16.6	4.8	0.8	i	-0.8	i	-4.7	2.2	3.7
COc1ccc(OCc2cc(C(=O)NCC(C)(C)N3CCOCC3)no2)c(Cl)c1	0.0	-4.0	-1.1	i	-0.8	i	0.0	-2.3	-0.1
c1ccc(-c2nc3ccccc3n2C(c2ccccc2)c2nc3ccccc3[nH]2)cc1 (centres undefined)	13.1	.	.	.	.	i	1.2	.	3.7
CCc1nc(NCc2cccs2)c2nnn(Cc3ccccc3)c2n1	-3.3	-6.9	-3.4	i	-3.5	i	1.1	-0.1	7.4
O=C(COC(=O)/C=C/c1cccc(C(F)(F)F)c1)NC(=O)NCc1ccccc1	10.3	-10.7	3.1	i	0.3	i	3.2	-5.0	3.2
COC(=O)[C@@H](NCc1ccc(OC)c(B(O)O)c1)C(C)C	-10.9	7.9	-2.5	i	-6.5	i	-0.3	-0.8	4.5
Cc1ccccc1OCCC(=O)Nc1ccc(Cl)cc1F	-4.9	-16.7	-1.9	i	9.4	i	2.5	-5.7	-14.2
CC(C)(C)NC(=O)COc1ccc(S(=O)(=O)N2CCCC2)cc1	4.2	9.9	-0.3	i	-2.1	i	-2.9	-2.9	1.1
Cc1ccc(C)c(NC(=O)C2C3C=CC(O3)C2C(=O)O)c1 (centres undefined)	-3.6	13.2	7.6*	i	-3.6	i	-1.9	2.6	0.0
Cc1noc(C)c1COc1ccc(C(=O)OCC(=O)N2CC(=O)Nc3ccccc32)cc1	3.7	-17.2	1.7	i	-1.4	i	6.2	0.2	-3.5
Cc1cc2c(=O)n(C)c(SCC(=O)NC3CCCC3)nc2s1	4.2	-4.3	-3.8	i	-4.0	i	2.6	-2.5	-0.1
CC(=O)c1ccc(NC(=O)CSCC(=O)Nc2ccc3ccccc3c2)cc1	2.3	10.7	-2.2	i	5.5	i	-0.3	-10.7	1.0
CCC(=O)c1cccc2c1N=CC1=C(CC(C)(C)CC1=O)N2	1.8	-3.4	6.2	i	-0.4	+	-6.9	-1.6	0.3

Source: PubChem BioAssay (several laboratories)
